KDM5B inh – KDM5B demethylase inhibition | Q9UGL1 | KDM5B demethylase, FDH-coupled NADH fluorescence (FDH is formaldehyde dehydrogenase) | Potency, µM (doses to about 57.7 µM), for the others: at the top dose activity change, negative = inhibition, usual class: inhibitors | hit rate 2.6% among 220,000; active = well fitted inhibition curve with a large enough effect; inconclusive = small, poorly fitted or top-dose-only effect; inactive = no such curve, though single readings can be large or run the other way; note: 0% is about no effect; nearly all actives have a fitted effect of over 70% in size
Target sequence (Q9UGL1 whole entry, looked up): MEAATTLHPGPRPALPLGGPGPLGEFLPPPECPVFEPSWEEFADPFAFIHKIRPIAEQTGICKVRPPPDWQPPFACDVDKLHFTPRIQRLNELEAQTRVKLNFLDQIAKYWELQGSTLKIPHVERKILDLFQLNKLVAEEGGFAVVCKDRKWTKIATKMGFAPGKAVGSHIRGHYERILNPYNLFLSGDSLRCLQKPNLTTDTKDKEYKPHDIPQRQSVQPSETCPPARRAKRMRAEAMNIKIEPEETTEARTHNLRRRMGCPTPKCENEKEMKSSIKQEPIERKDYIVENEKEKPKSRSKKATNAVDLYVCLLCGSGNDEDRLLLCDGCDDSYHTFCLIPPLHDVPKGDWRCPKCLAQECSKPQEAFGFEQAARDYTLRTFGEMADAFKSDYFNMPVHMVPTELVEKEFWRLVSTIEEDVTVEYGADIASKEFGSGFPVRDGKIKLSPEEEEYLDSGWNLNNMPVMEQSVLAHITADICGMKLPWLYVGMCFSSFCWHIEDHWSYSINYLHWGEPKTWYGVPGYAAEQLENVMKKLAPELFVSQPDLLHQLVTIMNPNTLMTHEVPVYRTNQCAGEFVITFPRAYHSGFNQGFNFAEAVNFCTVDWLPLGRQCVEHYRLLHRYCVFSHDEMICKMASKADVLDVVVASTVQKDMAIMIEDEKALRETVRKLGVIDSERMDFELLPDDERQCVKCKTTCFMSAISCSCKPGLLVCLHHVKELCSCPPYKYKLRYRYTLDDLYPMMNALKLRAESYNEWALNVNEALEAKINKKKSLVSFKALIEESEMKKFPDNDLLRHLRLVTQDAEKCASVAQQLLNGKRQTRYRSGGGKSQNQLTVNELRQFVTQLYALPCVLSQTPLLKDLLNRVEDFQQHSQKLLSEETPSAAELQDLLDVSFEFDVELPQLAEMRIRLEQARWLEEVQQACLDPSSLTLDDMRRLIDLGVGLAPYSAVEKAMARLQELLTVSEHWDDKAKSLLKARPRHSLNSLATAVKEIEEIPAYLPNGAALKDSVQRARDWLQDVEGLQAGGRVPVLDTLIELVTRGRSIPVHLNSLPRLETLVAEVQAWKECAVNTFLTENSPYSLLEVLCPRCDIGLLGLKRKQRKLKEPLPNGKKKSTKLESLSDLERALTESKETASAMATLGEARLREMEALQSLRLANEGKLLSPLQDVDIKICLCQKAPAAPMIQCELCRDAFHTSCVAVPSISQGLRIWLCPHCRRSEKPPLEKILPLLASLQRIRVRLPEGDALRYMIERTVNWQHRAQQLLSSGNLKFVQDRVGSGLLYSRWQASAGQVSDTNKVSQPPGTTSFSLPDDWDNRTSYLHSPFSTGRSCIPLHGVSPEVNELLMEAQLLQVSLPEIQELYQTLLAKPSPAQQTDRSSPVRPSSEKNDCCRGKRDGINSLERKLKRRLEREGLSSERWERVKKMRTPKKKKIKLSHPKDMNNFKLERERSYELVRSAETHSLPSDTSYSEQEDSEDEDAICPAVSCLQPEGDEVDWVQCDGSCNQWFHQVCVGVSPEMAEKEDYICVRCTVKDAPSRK
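qHTS format, multiple compound concentrations. Buffer 50 mM HEPES pH 7.5/0.01% Tween-20; 200 nM KDM5BΔAP final; 10 min compound preincubation; substrate-mix levels 12.5 µM peptide, 25 µM α-KG, 0.25 mM NAD⁺; 30 min RT; ΔRFU.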
Numbers without * were called inactive; i = inactive; ? = inconclusive; [ ] = another dose, or the depositor's remark. Potency is the fitted concentration of half-maximal effect. A portion of the library; rates above refer to the full screens.

SMILES	KDM5B inh
COc1cc(/C=N/NC(=S)NCC2CCCO2)cc(OC)c1OC (centres undefined)	-6.4%
CC(C)Oc1ccc(C(=O)Nc2nnc3n2CCS3)cc1	?
CC(C)(C(=O)O)c1cnc(N2C[C@@H](CO)[C@H](CO)C2)nc1N1CCOCC1	10.8%
CCCSc1nc2c(c(=O)[nH]c(=O)n2C)n1Cc1cccc(Br)c1	4.7%
CCOCCCN1C(=O)CN(C2CCCCCC2)C(=O)C1c1ccc(OCC)c(OC)c1 (centres undefined)	-69.5%
COc1cccc(C(=O)N2CCC3(CCCCO3)CC2)c1	-15.6%
N#Cc1nc(-c2ccc(S(=O)(=O)N3CCOCC3)cc2)oc1N1CCN(Cc2ccccc2)CC1	?
COCCNC(=O)CSc1nc(-c2ccc(F)cc2)[nH]c1-c1ccc(Cl)cc1	4.7%
Cc1nc(SCc2ccc(Cl)cc2)c(C#N)c(C)c1Cl	-35.8%
CCOC(=O)CNC(=O)NCC(=O)N1CCc2ccccc21	9.6%
COc1ccc(OC)c(NC(=O)C2=C(C)C(=O)OC23CCN(C(C)C)CC3)c1	-22.1%
O=C1CCN(C(=O)C2CCN(C(=O)Cc3c[nH]c4ccccc34)CC2)CCCCCCN1	-25.7%
Cc1nn(-c2ccccc2)c(Oc2ccccc2)c1CCC(=O)NCC1CCCO1 (centres undefined)	17.2%
COc1ccc(C(=O)Nc2ccc3nc4c(c(Nc5ccc(OC)c(OC)c5)c3c2)CCCC4)c(OC)c1	-2.5%
O=C(c1cccc(Br)c1)N1CCN(c2cc(-c3cccs3)[nH]n2)CC1	?
CCCN1C=C(OC(=O)c2ccc(OC)cc2)c2ccccc2S1(=O)=O	4.8%
O=C(c1ccccc1)c1ccc2n1CCC2C(=O)Nc1ccc(C(F)(F)F)cc1 (centres undefined)	-27.2%
O=S(=O)(c1ccc(-n2cnnn2)cc1)N1CCN(c2cccc(Cl)c2)CC1	-19.0%
Cn1cc(-c2nc(N3CCOCC3)cc3c2CN(c2ccccc2)C3=O)cn1	20µM*
COc1ccc(N2CCN(C(=O)c3cccn4c(=O)c5ccc(Cl)cc5nc34)CC2)cc1	-14.8%
Cc1cccc(C(c2sc3nc(-c4ccco4)nn3c2O)N2CCOCC2)c1 (centres undefined)	-19.4%
O=CC(Cl)=C(Sc1ccc(Cl)cc1)Sc1ccc(Cl)cc1	2.7%
Cc1cc(C)nc(SCC(=O)OC(C)C(=O)Nc2ccccc2)n1 (centres undefined)	20.8%
COC1C(=O)N(c2cccc(F)c2)C12CCN(C(=O)c1ocnc1C)CC2 (centres undefined)	21.8%
CC(C)CNC(=O)N1CCCN(C(=O)C2CC2)C(c2ccccc2)CC(=O)NCC1 (centres undefined)	-10.5%
O=C(COc1nc2ccccc2nc1N1CCOCC1)Nc1ccc(F)cc1	-3.4%
COc1ccc(OC)c(NC(=O)c2nc3ccccc3nc2N2CCCCC2)c1	8.1%
CCOc1ccc(NC(=O)Cn2c(Nc3ccc(F)c(C)c3)nc(C)cc2=O)cc1	-2.5%
COCc1ccc2c(c1)c(OC(C)(C)C(=O)NCCN(C)C)nn2Cc1ccccc1	31.6µM*
O=C(CC(F)(F)F)N1CCC(c2noc(-c3ccccc3)n2)C1 (centres undefined)	2.8%
CC(=O)Nc1ccc(NS(=O)(=O)c2ccc(Cl)s2)cc1	-23.9%
COc1cc(C)cc(-c2cc(C(=O)O)cc(S(=O)(=O)N3CCOCC3)c2)c1OC	22.9%
Cc1cc(C(=O)COc2ncnc3ccccc23)c(C)n1C	-6.4%
COc1cccc(CNC(=O)C2CCCN(S(=O)(=O)N(C)c3ccc(F)cc3)C2)c1OC (centres undefined)	6.2%
CCOC(=O)C1CCCN(S(=O)(=O)c2ccc3c(c2)N(C)C(=O)CC(=O)N3C)C1 (centres undefined)	-39.0%
CC(=O)N1CCC(Oc2ccc(Cl)cc2C(=O)NCC(C)c2ccccc2)CC1 (centres undefined)	11.6%
COc1ccc(NC(=O)CN2CCN(c3nc(-c4ccco4)c4c(c3C#N)CCC4)CC2)cc1	-0.5%
COCC(=O)N[C@@H]1CN(Cc2cccc(F)c2F)C[C@H]1CO	0.0%
Cc1cccc(NC(=O)c2sc3nc4c(cc3c2N)CCCCCC4)c1C	?
COc1ccc(C(=O)N[C@H]2CO[C@H]3[C@@H]2OC[C@@H]3Nc2nccc(-c3cccc(F)c3)n2)cc1	?
Cc1cc(C)c(NC(=O)CSC2CCCC2)c(Cl)c1	20.9%
COCCn1nnnc1C1CC2(CCOCC2)C(=O)N1Cc1cccc(OC)c1 (centres undefined)	-16.7%
O=C(NC[C@H]1OC[C@@H](NCc2ccccc2F)[C@@H]1O)c1ccc(F)cc1	-17.5%[86.2 µM]
CC(C)CCNC(=O)COC(=O)c1cc(-c2ccco2)nc2ccccc12	?
O=C(c1ccc2cc[nH]c2c1)N1CCC2(CC1)N=C(c1cccc(Br)c1)NO2	28.2µM*
N#CC1=C(Nc2ccccc2Cl)SC(c2ccccc2O)NC1=O (centres undefined)	?
COc1cc(OC)c(C2=CCN(S(=O)(=O)N3CCCCC3C)CC2)c(OC)c1 (centres undefined)	14.0%
CCN1CCN(c2oc(-c3ccc(S(=O)(=O)N(CC)CC)cc3)nc2C#N)CC1	i
Cn1c(=O)c2c(ncn2CC(=O)NC(=O)NC2CCCC2)n(C)c1=O	10.8%
CCCN1C(=O)Cc2cc(C(=O)N3CCN(c4ccccc4Cl)CC3)ccc21	-3.1%
O=C1NC(=NC2CCCCC2)C2(CCN([S+](=O)([O-])c3ccsc3)C2)N1c1cccnc1 (centres undefined)	26.6%[115 µM]
CC(C)NC(=O)N1CCCC1c1noc(CCC(=O)NCC2CC2)n1 (centres undefined)	25.9%
COc1cccc(CC(=O)N2C[C@@H](CO)[C@H](c3nc(C4CC4)no3)C2)c1	8.6%
Cc1ccc(NC(=O)c2cc(=O)c3cc(C)cc(C)c3o2)c(C)c1	6.8%
COC(=O)COc1ccc2c(C)c(-c3ccc(Cl)cc3)c(=O)oc2c1	?
CCOc1cccc(-c2nnc(CCC(=O)NCCc3ccccc3)c(=O)[nH]2)c1	-5.1%
OCCN(CCO)c1ncnc2c1cnn2-c1ccc(F)cc1	-22.1%
CSc1nnnn1-c1ccc(C(=O)Nc2ccccc2F)cc1	-4.0%
FC(F)(F)c1ccc(Oc2ccc(CN3CCCC3)cc2Cl)nc1	-29.2%
CCOC(=O)c1cnc2c(c(C)nn2C)c1Oc1ccccc1F	31.3%

Next part:
SMILES	KDM5B inh
CCCCn1c(=O)n(CC(O)COc2cccc3ccccc23)c(=O)c2c1ncn2C1CCCC1 (centres undefined)	-26.5%
O=C(O)c1ccc(-c2ccc(/C=N/Nc3ccc([N+](=O)[O-])cc3)o2)cc1	?
O=C(CCCc1nc2ccccc2s1)N1CCc2nc3cc(-c4ccccc4)[nH]n3c(=O)c2C1	?
COc1ccc(Cn2c(CO)cnc2SCc2ccccc2)cc1	21.2%
CN1CCCN(C[C@@H]2CN(C(=O)c3ccn(C)n3)C[C@@H]2CO)CC1	-35.2%
CC(C)c1noc(-c2cn(C3CCN(C(=O)c4cccc(Br)c4)C3)nn2)n1 (centres undefined)	-10.4%
N#CCn1nc2n(c1=O)CCN(C(=O)Cc1c(F)cccc1Cl)CC2	-8.2%
COc1ccc(C(=O)N2CCC(n3cc(-c4nc(C(C)C)no4)nn3)CC2)cc1OC	-1.9%
CC1Cc2ccccc2N1C(=O)CSc1ncc(C(F)(F)F)cc1Cl (centres undefined)	0.9%
CCn1nc(C(=O)Nc2ccc(C)c(S(=O)(=O)N(C)C)c2)c2ccccc2c1=O	15.6%
CCc1ccc(S(=O)(=O)c2nnn3c2nc(N2CCCC2)c2sccc23)cc1	4.0%
CN(Cc1cccc(Cl)c1)C(=O)C1CCN(c2ccc(C(F)(F)F)cn2)CC1	?
N#Cc1c(N)n[nH]c1CCCCCNc1ncnc2c1cnn2-c1ccccc1	-7.5%
CN(c1ccc(F)cc1)S(=O)(=O)N1CCCC(C(=O)NCc2cccc(Br)c2)C1 (centres undefined)	-6.0%
O=C(COc1ccc2nc3n(c(=O)c2c1)CCCCC3)NC1CC1	15.2%
Cc1ccc(CN2CC(C(=O)NCCCSc3ccccc3)CC2=O)cc1 (centres undefined)	1.7%
CCC(C)NC(=O)C1COC2(CCN(C(=O)c3cccc(OC)c3)CC2)N1C(=O)c1ccccc1 (centres undefined)	-6.1%
Cn1c(=O)c2c(ncn2CC(=O)Nc2ccc(F)cc2)n(C)c1=O	15.1%
CC(=O)N1CCC(Cc2ccc(C(N)=O)cc2)CC1	-1.2%
O=C(C1CC1)N1CCC(Cc2nncn2-c2ccccc2)C1 (centres undefined)	5.8%
Cc1cccc(-c2ccc3c(c2)C(=O)N2CC[C@H](NC(=O)c4cccnc4)C[C@H]2C(=O)N3)c1C	-3.9%
Clc1cccc(N2CCN(c3nc4ccccc4n4cnnc34)CC2)c1	?
O=S(=O)(NCc1ccccc1)c1ccccc1	22.9%
C#CCNC(=O)c1cc(C(C)(C)C)c2cccn2n1	-11.2%[149 µM]
Cc1nn2c(c1-c1ccccc1-c1ccccc1)N(Cc1ccc(C(=O)O)s1)CCC2	-25.7%[86.2 µM]
COc1ccc(CNC(=O)CN2C(=O)CC(c3ccc(C)c(C)c3)=Nc3ccccc32)cc1	-5.4%
CCN(CC)CCCNc1ncnc2c1cnn2-c1ccc(C)c(C)c1	?
O=C1/C(=C/c2cccc(F)c2)CSc2ccc(F)cc21	?
CCNC(=O)CC1=C2CCCCC2NC1=O (centres undefined)	-19.8%
O=C(c1ccc(Cl)cc1)N1CCn2c(nn(-c3ccc(F)cc3)c2=O)C1	28.5%[115 µM]
O=C(NCC#Cc1cccc(C(F)(F)F)c1)C1CCCN(C(=O)c2ccc(Cl)cc2)C1 (centres undefined)	1.9%
C=CCSc1nc(=O)n2ccc(C)cc2n1	-33.9%
CCc1ccc(CNC(=O)C2CCCCC(=O)N2C)cc1 (centres undefined)	25.0%
CCc1ccc(NC(=O)Cc2c(C)c3ccc(OC)c(OC)c3oc2=O)cc1	-13.0%
CCCc1nnc(C[C@@H]2C[C@@H](C(C)C)[C@H](CN3CCN(CCO)CC3)C=C2C)o1	1.1%[86.2 µM]
Cc1ccccc1NC(=O)CSc1nc2c(oc3ccccc32)c(=O)n1-c1ccccc1F	-85.5%
CC(C)(C)c1ccc(-c2c(C(=O)O)c(C(=O)O)c3n2CSC3)cc1	-18.3%
O=C(NC1CCN(S(=O)(=O)c2ccccc2Cl)CC1)C1CCCCC1	4.5%
Cc1c(CC(=O)NCc2ccco2)c(=O)oc2c(C)c(O)ccc12	i
O=C(N[C@H]1CCN2C(=O)N(c3ccc(OC(F)(F)F)cc3)C(=O)[C@@H]2C1)c1cnccn1	14.6%[86.2 µM]
COc1cccc(C(=O)N2C[C@@H](Oc3ccccc3)C[C@@H]2C(=O)N2CCOCC2)c1	0.5%
Cn1c(N2CCCCC2)nc2c1c(=O)n(Cc1ccccc1F)c(=O)n2C	476.6%[activator]
COc1ccc(OC2CN(C(=O)c3ccccc3)C2)cc1	27.1%[149 µM]
O=C(c1cccn1-c1nnc(N2CCCC2)s1)N1CCN(c2ccccc2)CC1	-2.2%
CCC(C)NC(=O)C1CC(c2ccccc2)CN(C(=O)c2ccc(OC)cc2)C1 (centres undefined)	18.4%

Molecules above containing two or more sulfur atoms:
SMILES	KDM5B inh
O=CC(Cl)=C(Sc1ccc(Cl)cc1)Sc1ccc(Cl)cc1	2.7%
CC(=O)Nc1ccc(NS(=O)(=O)c2ccc(Cl)s2)cc1	-23.9%
O=C1NC(=NC2CCCCC2)C2(CCN([S+](=O)([O-])c3ccsc3)C2)N1c1cccnc1 (centres undefined)	26.6%[115 µM]
CCc1ccc(S(=O)(=O)c2nnn3c2nc(N2CCCC2)c2sccc23)cc1	4.0%

Next results:
SMILES	KDM5B inh
N#Cc1cccc(COC(=O)c2ccccn2)c1	3.1%
CCOc1ccc(-c2noc(CSc3nnc(Cc4ccccc4)n3-c3cccc(C)c3)n2)cc1	-19.1%
Cn1cccc1C(=O)N1CCN(C(=O)N2CC3CC(C2)[C@H]2CCCC(=O)N2C3)CC1 (some centres undefined)	17.8%
Cc1cc(C)cc(-c2ccc(C=O)cc2)c1	31.6µM*
O=C(NCc1ccc2c(c1)CCN2C(=O)c1ccc(F)cc1)c1c(F)cccc1F	-13.2%
O=C(CC[C@H]1NC(=O)c2ccccc2NC1=O)NCCc1ccco1	-26.3%
COc1ccc(NC(=O)CCc2c(C)c3ccc(O)c(C)c3oc2=O)c(OC)c1	?
COc1ccccc1N1CC2(CN(CCOc3ccccc3)C(=O)O2)C1	-3.3%[86.2 µM]
CN(C(=O)COC(=O)COc1ccc2ccccc2c1)c1c(N)n(Cc2ccccc2)c(=O)[nH]c1=O	-10.7%
COc1cccc(-c2ccc(N3CCCCCC3)nn2)c1OC	-20.9%

Given with values ahead of the structure: entries from further up.
KDM5B inh	canonical_smiles
-26.3%	O=C(CC[C@H]1NC(=O)c2ccccc2NC1=O)NCCc1ccco1
?	COc1ccc(NC(=O)CCc2c(C)c3ccc(O)c(C)c3oc2=O)c(OC)c1
-3.3%[86.2 µM]	COc1ccccc1N1CC2(CN(CCOc3ccccc3)C(=O)O2)C1

Individual results from the results shown:
Cc1cc(C)cc(-c2ccc(C=O)cc2)c1 @ KDM5B inh = 31.6µM*
CCOc1ccc(-c2noc(CSc3nnc(Cc4ccccc4)n3-c3cccc(C)c3)n2)cc1 @ KDM5B inh = -19.1%
O=C(CC[C@H]1NC(=O)c2ccccc2NC1=O)NCCc1ccco1 @ KDM5B inh = -26.3%
CN(C(=O)COC(=O)COc1ccc2ccccc2c1)c1c(N)n(Cc2ccccc2)c(=O)[nH]c1=O @ KDM5B inh = -10.7%
COc1ccccc1N1CC2(CN(CCOc3ccccc3)C(=O)O2)C1 @ KDM5B inh = -3.3%[86.2 µM]
